Screening data (PubChem BioAssay)
TRPC6 act: mouse TRPC6 channel activators, primary screen, cell-based, HEK293, membrane potential dye. AID 2550, 2010. 0.13% of 310,000 active. B-score at 10 µM. HEK293-TRPC6 membrane potential dye fluorescence; stronger effect = higher value. Short transient receptor potential channel 6 (Mus musculus), Q61143;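 active means B-score of the integrated fluorescence ratio above library mean plus 3 SD, and starting fluorescence ratio within library mean plus 5 SD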;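 further: higher score means more depolarization so channel activation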
RGS4 act: RGS4 potentiators or activators, primary screen, cell-based, HEK293 M3R inducible RGS4, calcium flux. 0.92% of 310,000 active. carbachol calcium flux Fluo4; stronger effect = lower value. B-score at 10 µM;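 active means B-score of the integrated calcium signal more than 4 SD below the library mean, with starting fluorescence not abnormally high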;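 further: negative B-score means reduced calcium response which marks RGS4 activation or potentiation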
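Assay system: Inducible-RGS4 HEK293 cells carrying M3 receptor | Schedule: Compound preincubation 20 min at room temperature before agonist | Signal: Kinetic calcium fluorescence imaging with Fluo4-AM dye, 2 µM | Read-out basis: B score from integrated fluorescence ratio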
MrgX1 antagonist: antagonists of human MrgX1 receptor, primary screen, HEK293 cells, Fluo-4 calcium flux; AID 588676, 2011; 1.3% of 310,000 active; BAM8-22 antagonism; stronger effect = lower value; Mas-related G-protein coupled receptor member X1 (Homo sapiens), Q96LB2; B-score at 10 µM;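 active means calcium-response B-score plate-corrected more than 3 library SD below zero, starting fluorescence within 5 deviations, no agonist response on first addition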;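 further: peak minus trough fluorescence over baseline after final BAM8-22 challenge near maximal dose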
Target sequence (Q96LB2 whole entry, looked up): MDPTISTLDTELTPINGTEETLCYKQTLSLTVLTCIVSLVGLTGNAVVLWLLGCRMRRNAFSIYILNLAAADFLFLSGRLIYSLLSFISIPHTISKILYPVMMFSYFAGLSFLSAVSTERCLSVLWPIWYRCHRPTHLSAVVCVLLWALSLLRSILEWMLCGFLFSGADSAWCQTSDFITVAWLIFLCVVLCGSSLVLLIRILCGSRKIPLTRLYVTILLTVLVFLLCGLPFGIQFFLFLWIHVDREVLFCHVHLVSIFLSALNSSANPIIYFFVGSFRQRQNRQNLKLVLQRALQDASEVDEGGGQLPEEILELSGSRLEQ
TRPC6 inh: mouse TRPC6 channel inhibitors, primary screen, cell-based, HEK293, membrane potential dye. ACh-evoked depolarization; stronger effect = lower value. 1.1% of 310,000 active. B-score at 10 µM;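 active means B-score under library mean minus 3 SD, initial fluorescence not abnormally high, positive integrated signal ratio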;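 further: B-score derived from integrated fluorescence ratio over the kinetic read; more negative B-score means stronger inhibition of depolarization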
TRPC4 block: inhibitors of mouse TRPC4 channel, primary screen, Fluo4 calcium, HEK293 TRPC4beta/mu-opioid cells | DAMGO-evoked Fluo4 calcium flux; stronger effect = lower value | B-score at 10 µM | 0.39% of 300,000 active | AID 2247, 2010;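 active means B-score over 3 SD under the library average, no early fluorescence shift, positive overall ratio signal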
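System: stable TRPC4beta/mu-opioid receptor HEK293 cells; Dosing: single-point compound dosing; Measured by: Fluo4 Ca2+ flux fluorescence; Read-out basis: per-well B score of integrated baseline-normalized Fluo4 ratio.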
Platelet DG rel: inhibitors of platelet dense granule secretion, primary screen, cell-based, MLPCN, human platelets; inhibition, %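 (compounds screened at 7.5 µM in platelet-rich plasma)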; human platelet-rich plasma, SFLLRN dense granule ATP release, luminescence; AID 1663, 2009; 0.22% of 300,000 active;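 active means mean replicate score, as percent of positive control, at or above 50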
MrgX1 PAM: positive allosteric modulators of MrgX1, primary screen, HEK293 cells, Fluo-4 calcium flux | Mas-related G-protein coupled receptor member X1 (Homo sapiens), Q96LB2 | FDSS; stronger effect = higher value | B-score at 10 µM | 0.63% of 310,000 active;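 active means plate-corrected calcium response at least 3 library SD above typical, normal starting fluorescence, not activating the receptor alone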;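 further: compound read alongside a low EC10 to EC30 dose of BAM8-22 agonist; peak minus trough fluorescence over baseline measured at the second addition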
MrgX1 ag: agonists of human MrgX1 receptor, primary screen, HEK293 cells, Fluo-4 calcium flux; Mas-related G-protein coupled receptor member X1 (Homo sapiens), Q96LB2; Fluo-4 calcium fluorescence, agonist mode; stronger effect = higher value; B-score at 10 µM; 0.44% of 310,000 active; AID 588627, 2011;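 active means calcium response B-score plate-corrected fluorescence ratio at least 3 library SD, with starting fluorescence B-score inside 5 SD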
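Material: MrgX1-expressing HEK293 cells; input: 15,000 cells per well; doses: test compound given as first of three sequential additions; schedule: overnight plating before 1 h dye loading; technique: Fluo-4 NW calcium-flux fluorescence, kinetic read; evaluation: baseline-normalised fluorescence change ratio, B-scored; control set: plate-wise positive and negative controls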
SKKanGAS inh: S. pyogenes SKKanGAS growth inhibitors in kanamycin, primary screen, streptokinase expression inhibitor project, SKKanGAS strain, BacTiter-Glo luminescence; inhibition, % at 7.5 µM; AID 1662, 2009; 6 h; 1.3% of 300,000 active;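 active means mean replicate score, as percent of positive control median, at least 50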;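 further: strain carries kanamycin resistance gene driven by streptokinase promoter and grows in 40 µg/ml kanamycin; loss of luminescence reflects streptokinase promoter inhibition or plain growth inhibition; 0% = median of DMSO wells and 100% = positive control at its reference dose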
RGS4 inh: RGS4 inhibitors, primary screen, cell-based, HEK293 M3R inducible RGS4, calcium flux; Fluo-4 calcium flux; stronger effect = higher value; triggered by carbachol at its EC20; B-score at 10 µM; 0.45% of 310,000 active;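 active means B-score, a plate-corrected calcium signal, over three deviations above library mean, with baseline fluorescence within five deviations of library mean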;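 further: RGS4 expression induced by doxycycline in cells with stable M3 receptor; B-score is computed from the integrated fluorescence ratio over baseline after carbachol; higher B-score means a larger calcium signal and so more RGS4 inhibition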
Target sequence (P49798 whole entry, looked up): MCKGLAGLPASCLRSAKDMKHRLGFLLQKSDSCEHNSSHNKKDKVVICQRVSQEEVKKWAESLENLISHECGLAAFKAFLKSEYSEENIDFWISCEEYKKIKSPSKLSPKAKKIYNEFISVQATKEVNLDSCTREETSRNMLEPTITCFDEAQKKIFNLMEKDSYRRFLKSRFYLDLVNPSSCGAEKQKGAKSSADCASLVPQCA
HIF act: HIF pathway transcriptional activators, primary screen, cell-based, U2OS HRE-luciferase, luminescence | U2OS HRE-luciferase reporter; normalized: DMSO 0%, desferrioxamine 100% | activation, % at 7.5 µM (by protocol) | 0.32% of 300,000 active;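 active means mean activation of at least 10% of the iron chelator positive control signal, with at least half of replicates also reaching 10%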
The depositor's hits bear a star; & = joins results of further samples.

How did Cn1c(N2CCNCC2)nc2ccccc21 do in these assays?
TRPC6 act: inactive; RGS4 act: inactive; MrgX1 antagonist: inactive; TRPC6 inh: inactive; TRPC4 block: inactive; Platelet DG rel: -1; MrgX1 PAM: inactive; MrgX1 ag: inactive; SKKanGAS inh: -8; RGS4 inh: inactive; HIF act: -0.3

What do the screens show for `CCN(CC)c1ccc(N=Cc2c(O)n(-c3ccc(Cl)cc3)c(=O)[nH]c2=O)cc1`?
TRPC6 act: inactive; RGS4 act: inactive; MrgX1 antagonist: inactive; TRPC6 inh: inactive; TRPC4 block: inactive; Platelet DG rel: -2; MrgX1 PAM: inactive; MrgX1 ag: inactive; SKKanGAS inh: 12; RGS4 inh: inactive; HIF act: -1.6

What do the screens show for `CN(C)C(=O)Oc1ccc2c(c1)O/C(=C\c1ccccc1)C2=O`?
TRPC6 act: inactive; RGS4 act: inactive; MrgX1 antagonist: inactive; TRPC6 inh: inactive; TRPC4 block: inactive; Platelet DG rel: -3; MrgX1 PAM: inactive; MrgX1 ag: inactive; SKKanGAS inh: 3; RGS4 inh: inactive; HIF act: 3.6

What do the screens show for `COc1cc2[nH]c(=O)n(-c3ccc(C)cc3)c(=O)c2cc1OC`?
TRPC6 act: inactive; RGS4 act: inactive; TRPC6 inh: inactive; TRPC4 block: inactive; Platelet DG rel: 0; SKKanGAS inh: 0; RGS4 inh: inactive; HIF act: -0.4

How did CCOC(=O)c1cn2nc(OP(=S)(OCC)OCC)cc2nc1C do in these assays?
TRPC6 act: inactive; RGS4 act: inactive; MrgX1 antagonist: inactive; TRPC6 inh: inactive; TRPC4 block: inactive; MrgX1 PAM: inactive; MrgX1 ag: inactive; RGS4 inh: inactive

How did CC[C@@H](CO)NC(=O)[C@@H]1C=C2c3cccc4c3c(cn4C)C[C@H]2N(C)C1 do in these assays?
TRPC6 act: inactive; RGS4 act: inactive; MrgX1 antagonist: inactive; TRPC6 inh: inactive; TRPC4 block: inactive; Platelet DG rel: -4&0; MrgX1 PAM: inactive; MrgX1 ag: inactive; SKKanGAS inh: 1&-2; RGS4 inh: inactive; HIF act: -0.7&-0.8

Results for Cc1cc(O)c2c(C)c(CC(=O)N3C[C@H]4C[C@@H](C3)c3cccc(=O)n3C4)c(=O)oc2c1 ?
TRPC6 act: inactive; RGS4 act: inactive; MrgX1 antagonist: -5.2*; TRPC6 inh: inactive; TRPC4 block: inactive; Platelet DG rel: -3; MrgX1 PAM: inactive; MrgX1 ag: inactive; SKKanGAS inh: -2; RGS4 inh: inactive; HIF act: 0.0

How did O=c1c2ccccc2nc(-c2ccco2)n1-c1ccc(Br)cc1 do in these assays?
TRPC6 act: inactive; RGS4 act: inactive; MrgX1 antagonist: inactive; TRPC6 inh: inactive; TRPC4 block: inactive; Platelet DG rel: -3; MrgX1 PAM: inactive; MrgX1 ag: inactive; SKKanGAS inh: 0; RGS4 inh: inactive; HIF act: -0.4

What do the screens show for `Cc1ccc2nsnc2c1-n1c(C)nc2ccccc2c1=O`?
TRPC6 act: inactive; RGS4 act: inactive; MrgX1 antagonist: inactive; TRPC6 inh: inactive; TRPC4 block: inactive; Platelet DG rel: 3; MrgX1 PAM: inactive; MrgX1 ag: inactive; SKKanGAS inh: 3; RGS4 inh: inactive; HIF act: -0.1

How did O=C(C(=O)N1CCOCC1)c1cn(CCCOc2ccccc2)c2ccccc12 do in these assays?
TRPC6 act: inactive; RGS4 act: inactive; MrgX1 antagonist: inactive; TRPC6 inh: inactive; TRPC4 block: inactive; Platelet DG rel: 4; MrgX1 PAM: inactive; MrgX1 ag: inactive; SKKanGAS inh: -2; RGS4 inh: inactive; HIF act: -0.2

What do the screens show for `O=C(CN1C(=O)COc2ccccc21)N1CCC2(CC1)OCCO2`?
TRPC6 act: inactive; RGS4 act: inactive; MrgX1 antagonist: inactive; TRPC6 inh: inactive; TRPC4 block: inactive; Platelet DG rel: 2; MrgX1 PAM: inactive; MrgX1 ag: inactive; SKKanGAS inh: -1; RGS4 inh: inactive; HIF act: 0.9

How did CCc1cc(=O)oc2c(C)c(OCC(=O)N3C[C@H]4C[C@@H](C3)c3cccc(=O)n3C4)ccc12 do in these assays?
TRPC6 act: inactive; RGS4 act: inactive; MrgX1 antagonist: inactive; TRPC6 inh: inactive; TRPC4 block: inactive; Platelet DG rel: 0; MrgX1 PAM: inactive; MrgX1 ag: inactive; SKKanGAS inh: 2; RGS4 inh: inactive; HIF act: 0.2

What do the screens show for `Cc1nc2cc(C(F)(F)F)ccc2n1C1CCN(Cc2nnnn2Cc2ccc3c(c2)OCO3)CC1`?
TRPC6 act: inactive; RGS4 act: inactive; MrgX1 antagonist: inactive; TRPC6 inh: inactive; TRPC4 block: inactive; Platelet DG rel: -2; MrgX1 PAM: inactive; MrgX1 ag: inactive; SKKanGAS inh: 10; RGS4 inh: inactive; HIF act: 0.0

How did CCCCn1c(=O)c(C=Nc2cccnc2Cl)c(O)n(CCCCl)c1=O do in these assays?
TRPC6 act: inactive; RGS4 act: inactive; MrgX1 antagonist: inactive; TRPC6 inh: inactive; TRPC4 block: inactive; Platelet DG rel: 8; MrgX1 PAM: inactive; MrgX1 ag: inactive; SKKanGAS inh: -14; RGS4 inh: inactive; HIF act: -0.3

How did CC(Cc1ccccc1Sc1ccc(O)cc1)N(C)C (stereo not drawn) do in these assays?
TRPC6 act: inactive; RGS4 act: -9.2*; MrgX1 antagonist: inactive; TRPC6 inh: -6.6*; TRPC4 block: inactive; Platelet DG rel: -7; MrgX1 PAM: inactive; MrgX1 ag: inactive; SKKanGAS inh: -13; RGS4 inh: inactive; HIF act: -0.2

What do the screens show for `CCOC(=O)C1CCN(/C=C2/C(=O)NC(=S)N(c3cccc(OC)c3)C2=O)CC1`?
TRPC6 act: inactive; RGS4 act: inactive; MrgX1 antagonist: inactive; TRPC6 inh: inactive; TRPC4 block: inactive; Platelet DG rel: 1; MrgX1 PAM: inactive; MrgX1 ag: inactive; SKKanGAS inh: 6; RGS4 inh: inactive; HIF act: -0.1

Results for CCN1CCN(c2cc(N3CCCC3)c(F)cc2[N+](=O)[O-])CC1 ?
TRPC6 act: inactive; RGS4 act: inactive; MrgX1 antagonist: inactive; TRPC6 inh: inactive; TRPC4 block: inactive; Platelet DG rel: 10; MrgX1 PAM: inactive; MrgX1 ag: inactive; SKKanGAS inh: 4; RGS4 inh: inactive; HIF act: 0.4

Results for CCOc1cc(CN2CCN(C(=O)Cc3ccccc3)CC2)ccc1OC ?
TRPC6 act: inactive; RGS4 act: inactive; MrgX1 antagonist: inactive; TRPC6 inh: inactive; TRPC4 block: inactive; Platelet DG rel: 4; MrgX1 PAM: inactive; MrgX1 ag: inactive; SKKanGAS inh: 2; RGS4 inh: inactive; HIF act: -3.6

What do the screens show for `O=C1/C(=C\c2ccc(Cl)cc2Cl)N2CCC1CC2`?
TRPC6 act: inactive; RGS4 act: inactive; MrgX1 antagonist: inactive; TRPC6 inh: inactive; TRPC4 block: inactive; Platelet DG rel: 13; MrgX1 PAM: inactive; MrgX1 ag: inactive; SKKanGAS inh: 2; RGS4 inh: 7.7*; HIF act: 0.2

How did CCOc1ccccc1-n1c(O)c(C=NCCCN(CC)CC)c(=O)[nH]c1=O do in these assays?
TRPC6 act: inactive; RGS4 act: inactive; MrgX1 antagonist: inactive; TRPC6 inh: inactive; TRPC4 block: inactive; Platelet DG rel: 9; MrgX1 PAM: inactive; MrgX1 ag: inactive; SKKanGAS inh: -3; RGS4 inh: inactive; HIF act: -1.1

What do the screens show for `O=S(=O)(c1ccc(F)cc1)N1CCCCC1c1cccnc1` (stereo not drawn)?
TRPC6 act: inactive; RGS4 act: inactive; MrgX1 antagonist: inactive; TRPC6 inh: inactive; TRPC4 block: inactive; Platelet DG rel: -2; MrgX1 PAM: inactive; MrgX1 ag: inactive; SKKanGAS inh: 0; RGS4 inh: inactive

Results for CCc1ccc2nc(N3CCC(C(=O)N4CCC5(CC4)OCCO5)CC3)sc2c1 ?
TRPC6 act: inactive; RGS4 act: inactive; MrgX1 antagonist: inactive; TRPC6 inh: inactive; TRPC4 block: inactive; Platelet DG rel: -10; MrgX1 PAM: inactive; MrgX1 ag: inactive; SKKanGAS inh: -5; RGS4 inh: inactive; HIF act: 0.2

How did CC(C)OCCCNC(=O)c1c(N)n(Cc2cccs2)c2nc3ccccc3nc12 do in these assays?
TRPC6 act: inactive; RGS4 act: inactive; MrgX1 antagonist: inactive; TRPC6 inh: inactive; TRPC4 block: inactive; Platelet DG rel: -7; MrgX1 PAM: inactive; MrgX1 ag: inactive; SKKanGAS inh: 37; RGS4 inh: inactive; HIF act: -0.3

What do the screens show for `NC(=O)c1cn(C2CCCCC2)c2ccccc2c1=O`?
TRPC6 act: inactive; RGS4 act: inactive; MrgX1 antagonist: inactive; TRPC6 inh: inactive; TRPC4 block: inactive; Platelet DG rel: -12; MrgX1 PAM: inactive; MrgX1 ag: inactive; SKKanGAS inh: -2; RGS4 inh: inactive; HIF act: -2.7

Not all compounds are listed; rates above refer to the full screens.
